Screens from PubChem.
NR2E3 ag-1: inhibitors of NR2E3-RetCOR corepressor binding, primary screen, NR2E3 agonist project, biochemical, TR-FRET, GST-NR2E3, biotin-RetCOR. actives 0.12% (n = 320,000). inhibition of corepressor binding, % at 4.78 µM. 1536-well. AID 2300, 2010. Photoreceptor-specific nuclear receptor (Homo sapiens), Q9Y5X4;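 active = percent inhibition above the cutoff of mean plus 3 SD of all tested compounds, set per screening campaign, cut at about 20% in these data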;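 note: 0% = DMSO wells and 100% = biotin wells as full block of FRET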
Target sequence (Q9Y5X4 whole entry, looked up): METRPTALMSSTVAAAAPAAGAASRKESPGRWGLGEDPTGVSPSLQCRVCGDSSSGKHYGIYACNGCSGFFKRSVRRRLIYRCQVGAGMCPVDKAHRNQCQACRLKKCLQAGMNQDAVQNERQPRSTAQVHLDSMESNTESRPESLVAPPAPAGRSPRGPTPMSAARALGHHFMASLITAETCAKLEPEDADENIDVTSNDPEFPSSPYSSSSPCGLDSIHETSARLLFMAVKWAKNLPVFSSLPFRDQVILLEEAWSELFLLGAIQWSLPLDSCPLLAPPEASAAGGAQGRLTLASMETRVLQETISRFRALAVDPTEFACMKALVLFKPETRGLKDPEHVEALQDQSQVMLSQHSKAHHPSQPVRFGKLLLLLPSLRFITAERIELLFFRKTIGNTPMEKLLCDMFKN
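System: GST-NR2E3 and biotin-RetCOR proteins; probe or stimulus: 7 nM biotin-RetCOR; doses: compound at 4.8 µM, single dose; schedule: Compound–protein incubation for 5 h at 4 °C; detection: time-resolved FRET; read-out: percent inhibition; controls: biotin wells as high control, 0.6% DMSO wells as low control; format: 1536-well plates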
hiPSC survival: enhancers of single-cell hiPSC survival, primary screen, ATPlite luminescence; 100% = ROCK inhibitor wells, 0% = DMSO; survival enhancement, % at 20 µM; actives 0.044% (n = 360,000); AID 602274, 2012; in the data active = survival enhancement above about 18%;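 note: cells exposed to compounds for 16 hours before the ATP read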
aDG glyco act: activators of alpha-DG glycosylation, primary screen, uHTS, Pro5-aDG cells, AlphaScreen. alpha-DG glycosylation AlphaScreen (IIH6); 0% Pro5, 100% B10-LARGE cell signal. activation, % at 10 µM. actives 0.22% (n = 360,000). AID 624168, 2012;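 active = activation of at least 8% versus controls, or a plate z-score of at least 8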;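 note: Pro5 are CHO cells carrying HIG-tagged alpha-DG that lacks glycosylation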
TWEAK-Fn14 inh: inhibitors of TWEAK-Fn14 signaling, primary screen, luciferase reporter cells, uHTS | TWEAK-stimulated Fn14 reporter cells, luciferase luminescence, 8 h | inhibition, % at 10 µM | actives 2% (n = 360,000) | AID 1159606, 2016; in the data active = inhibition above about 50%
TRPM1 prom inh: inhibitors of MITF-dependent TRPM1 promoter reporter, primary screen, cell-based, SK-MEL-5, single point, luciferase | inhibition, % at 12.5 µM | actives 0.83% (n = 330,000) | AID 488899, 2010 | SK-MEL-5 TRPM1 promoter luciferase, 24 h;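 active = mean inhibition across replicates of 60% or more, whatever share of single replicates reaches that level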; note: values of inactives mirror those of a sister screen read the other way
CF NFkB inh: inhibitors of PAF-induced NF-kB signaling, primary screen, cell-based, GFP fluorescence, uHTS. inhibition, % at 5 µM. AID 588850, 2011. KKLEB NF-kB-GFP reporter, GFP fluorescence overnight. actives 0.86% (n = 360,000);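 active = at least 50% inhibition at 5 µM, scaled per plate between neutral and stimulator controls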;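 note: PAF is a Pseudomonas aeruginosa culture filtrate used as stimulus; plate controls were PAF-stimulated DMSO wells for no effect and unstimulated DMSO wells for full effect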
NR2E3 ag-2: NR2E3 agonists in two-hybrid cells, primary screen, cell-based, luminescence, CHO-S, Gal4-NCOR/VP16-NR2E3; Photoreceptor-specific nuclear receptor (Homo sapiens), Q9Y5X4; luciferase; inhibition of corepressor binding, % at 3.98 µM; actives 0.35% (n = 360,000); AID 602229, 2012;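 active = inhibition above the mean of all tested compounds plus 3 SD, cut at about 70% in these data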;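 note: 0% = DMSO with NR2E3 transfected cells and 100% = cells lacking NR2E3 construct; higher means lower luciferase signal from less NR2E3 corepressor binding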
Peg3 promoter: Peg3 promoter-driven luciferase inhibitors, primary screen, cell-based, HeLa, luciferase luminescence | HeLa PEG-Prom luciferase reporter, overnight | inhibition, % at 20 µM | actives 1.7% (n = 360,000) | AID 588405, 2011;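 active = inhibition of at least 50% at 20 µM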
HIF-2a inh: HIF-2a reporter inhibitors, primary screen, luminescence, 786-0 RCC cells | actives 0.72% (n = 360,000) | inhibition, % at 18.8 µM | 786-0 RCC cells HIF-2a reporter, luciferase luminescence, overnight | AID 624352, 2012;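 active = inhibition of the luminescence signal of 40% or more relative to plate controls, in a single-dose primary screen at 18.75 µM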
Shn3 inh set2: reduction of Shn3 3'UTR firefly luciferase signal, primary screen, Schnurri-3 inhibitor project, cell-based, Clone20 osteoblasts, set 2; Clone20 osteoblast Shn3 3'UTR firefly luciferase, 24 h; inhibition, % at 12.5 µM; actives 0.52% (n = 360,000);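 active = mean inhibition of at least 75% with every replicate also reaching 75%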;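 note: 0% = median of neutral control wells and 100% = pilot-screen positive control compound; some compounds past the cut are filed as inactive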
KKLEB cytotox: cytotoxicity in KKLEB CF airway cells, primary screen, cytotoxicity control for CF NF-kB inhibitor project, cell-based, uHTS, fluorescence assay plates; KKLEB CF airway cells viability, ATPlite luminescence, overnight; active compounds read low; cells stimulated with P. aeruginosa culture filtrate; activity change (cytotoxicity), % at 5 µM; actives 0.36% (n = 360,000); AID 602141, 2011;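 active = corrected activity change at or below -50% at 5 µM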
* marks the source's active call; other numbers are inactive results; x = no result given. Compounds as they come; 4.4% or so of the library scored in one or more.

molecule	NR2E3 ag-1	hiPSC survival	aDG glyco act	TWEAK-Fn14 inh	TRPM1 prom inh	CF NFkB inh	NR2E3 ag-2	Peg3 promoter	HIF-2a inh	Shn3 inh set2	KKLEB cytotox
Cc1cc(=O)oc2cc(OC(C)C(=O)Nc3ccc(N4CCOCC4)cc3)ccc12 (centres undefined)	4	2.0	-0.1	-8	-7	12	10	6	6	10	-4
Cc1ccccc1-c1nnc(SCC(=O)c2c(N)n(C3CC3)c(=O)[nH]c2=O)o1	3	-0.6	-0.2	-1	-4	-6	-23	25	-1	-7	10
CCOC(=O)N1CCN(S(=O)(=O)N2CCCC(C(=O)NCCc3ccccc3)C2)CC1 (centres undefined)	0	0.6	0.1	5	10	14	2	6	8	-25	-5
O=C(Nc1ncccn1)C1CCCCC1	5	0.6	0.0	17	7	1	-11	-1	8	-1	9
O=C(CCSc1ccc(Cl)cc1)N1CCOCC1	-2	-2.4	0.0	-26	-40	9	-44	-67	-92	-49	-8
COCCn1c(Cc2ccccc2)nnc1SCC(=O)N1CCCCC1C (centres undefined)	1	2.5	0.1	-12	10	-10	-17	3	14	22	12
CCNC(=S)NNC(=O)c1cccnc1	-1	1.1	-0.2	6	-2	9	-3	0	9	3	-5
N/C(=N\OC(=O)c1ccoc1)c1ccc(Br)cc1	3	0.5	0.0	0	-93	-14	-151	-336	-235	-172	-3
Cc1[nH]c2ccccc2c1C(=O)COC(=O)c1ccccc1O	x	1.1	0.0	-9	-109	8	-104	-315	-53	-79	-3
COc1ccccc1N(C)S(=O)(=O)c1ccc(C(=O)N(C)Cc2cccc(OC)c2OC)cc1	x	1.8	0.1	-8	x	-1	8	4	-2	22	-1

Some of the entries so far, field by field.
smiles: CCNC(=S)NNC(=O)c1cccnc1
  NR2E3 ag-1 = -1; hiPSC survival = 1.1; aDG glyco act = -0.2; TWEAK-Fn14 inh = 6; TRPM1 prom inh = -2; CF NFkB inh = 9; NR2E3 ag-2 = -3; Peg3 promoter = 0; HIF-2a inh = 9; Shn3 inh set2 = 3; KKLEB cytotox = -5

smiles: Cc1ccccc1-c1nnc(SCC(=O)c2c(N)n(C3CC3)c(=O)[nH]c2=O)o1
  NR2E3 ag-1 = 3; hiPSC survival = -0.6; aDG glyco act = -0.2; TWEAK-Fn14 inh = -1; TRPM1 prom inh = -4; CF NFkB inh = -6; NR2E3 ag-2 = -23; Peg3 promoter = 25; HIF-2a inh = -1; Shn3 inh set2 = -7; KKLEB cytotox = 10

The listing picks up, repeating the 4 entries before the break.
molecule	NR2E3 ag-1	hiPSC survival	aDG glyco act	TWEAK-Fn14 inh	TRPM1 prom inh	CF NFkB inh	NR2E3 ag-2	Peg3 promoter	HIF-2a inh	Shn3 inh set2	KKLEB cytotox
CCNC(=S)NNC(=O)c1cccnc1	-1	1.1	-0.2	6	-2	9	-3	0	9	3	-5
N/C(=N\OC(=O)c1ccoc1)c1ccc(Br)cc1	3	0.5	0.0	0	-93	-14	-151	-336	-235	-172	-3
Cc1[nH]c2ccccc2c1C(=O)COC(=O)c1ccccc1O	x	1.1	0.0	-9	-109	8	-104	-315	-53	-79	-3
COc1ccccc1N(C)S(=O)(=O)c1ccc(C(=O)N(C)Cc2cccc(OC)c2OC)cc1	x	1.8	0.1	-8	x	-1	8	4	-2	22	-1
Cc1cc(C(F)(F)F)n2ncc(-c3ccccc3)c2n1	2	-1.9	0.1	-6	16	10	-4	-26	-51	23	-9
Cc1ccc(N/C=C2\CCCCC2=O)c(C)c1	-4	-2.8	0.1	-7	16	23	-14	3	5	8	-3
Cc1ccc(-c2nnc3n2N=C(c2ccc(Br)cc2)CS3)cc1	-3	-0.1	-0.1	1	-16	-1	-16	18	-5	15	-8
O=C(COC(=O)c1ccncc1)NCCCc1ccccc1	3	17	0.1	14	13	-17	3	13	17	8	4
COc1cccc(OCc2nnc(SCC(=O)NCc3ccco3)n2C)c1	0	-2.5	-0.2	0	18	-2	-10	8	21	-16	2
Cc1ccc(C)c(NC(=O)CCCCCN2C(=O)[C@@H]3Cc4ccccc4CN3C2=O)c1	-1	0.4	0.1	-2	0	1	16	17	1	3	1
O=C(NCCSCc1ccco1)c1ccc(=O)[nH]c1	0	-0.1	-0.1	17	8	-2	-6	11	9	-4	1
CCOC(=O)c1cccc(NC(=O)CSc2nnc(COc3ccc(Cl)cc3)o2)c1	-1	5.0	-0.3	-1	11	9	-22	-8	8	19	7
O=C(NCN1CCc2ccccc2C1)c1ccccc1	-2	1.8	0.0	0	5	7	6	0	6	-16	9
O=C(CCCN1C(=O)c2ccccc2C1=O)Oc1ccc(F)cc1	3	5.8	-0.1	10	-3	-17	-9	12	-4	1	6

molecule	NR2E3 ag-1	hiPSC survival	aDG glyco act	TWEAK-Fn14 inh	TRPM1 prom inh	CF NFkB inh	NR2E3 ag-2	Peg3 promoter	HIF-2a inh	Shn3 inh set2	KKLEB cytotox
O=S(=O)(c1ccc(F)cc1)N(CCO)CC(O)Cn1c2ccccc2c2ccccc21 (centres undefined)	0	-0.5	0.4	-7	-10	21	2	32	-41	6	-11
CCOC(=O)N1CCN(c2ccc(S(=O)(=O)N3CCC(C)CC3)cc2[N+](=O)[O-])CC1	-1	0.7	0.2	21	x	-16	43	34	16	48	3
O=c1[nH]cc(S(=O)(=O)N2CCN(c3cccc(C(F)(F)F)c3)CC2)c(=O)[nH]1	-10	-0.6	0.0	3	0	24	-3	-9	8	0	0
CCCCCCCCN1C(=O)[C@H](CC(=O)N2CCN(C(=O)C3CC3)CC2)C[C@@]2(C(=O)OCC)CCCC=C12	x	-0.3	0.2	12	x	x	-7	x	-2	x	x
COc1ccc(CN2CCCC(C(=O)N3CCCC3)C2)cc1 (centres undefined)	-3	-0.2	0.2	-16	0	18	-15	10	3	-17	-8
CC(=O)NC1CCN(C(=O)N2CCCC2)CC1	-3	-2.4	-0.2	10	10	8	-7	11	13	-5	-5
CC(CC1CC(C)(C)OC1=O)C(=O)Nc1ccc([N+](=O)[O-])cc1 (centres undefined)	3	0.4	-0.2	-28	2	1	-13	24	12	4	1
O=C(NC(Cc1ccccc1)C(=O)O)/C(=C\c1ccccc1)NC(=O)c1ccc(Br)o1 (centres undefined)	0	-0.5	0.0	10	8	-4	-11	16	14	-23	-9
O=C(Nc1cc2c(cc1Cl)OCCO2)c1ccco1	-1	-0.1	-0.2	-14	-54	-2	-74	-180	-248	-47	-2
CCOc1ccc(NC(=O)COC(=O)CN2CCCCCC2=O)cc1	x	-1.1	0.1	26	0	-4	-44	5	6	5	-3

molecule	NR2E3 ag-1	hiPSC survival	aDG glyco act	TWEAK-Fn14 inh	TRPM1 prom inh	CF NFkB inh	NR2E3 ag-2	Peg3 promoter	HIF-2a inh	Shn3 inh set2	KKLEB cytotox
CCOc1ccccc1N1CCN(CC(=O)Nc2ccccc2C(=O)NC2CC2)CC1	7	-0.6	-0.2	-2	11	2	17	29	16	39	8
C=CCOc1ccccc1CN1CCC(n2nccc2NC(=O)C2CC2)CC1	x	-0.5	-0.3	8	4	5	2	7	18	-36	0
CC(C)CCSc1nc2c(c(=O)[nH]c(=O)n2C)n1CCc1ccccc1	0	-2.1	0.0	-16	0	12	-18	-2	3	-3	4
CC(C)OCCCNC(=O)CN1C(=O)COc2ccc(S(=O)(=O)N3CCCCCC3)cc21	3	0.0	0.2	9	x	-2	-28	8	-11	-41	3
CCOC(=O)c1sc(N(Cc2ccccc2)C(=O)COC(=O)c2ccccc2O)nc1C	-1	0.6	0.5	-25	-13	1	-27	-48	-56	-5	-6
C[C@]12C=CC(=O)C=C1CC[C@@H]1C2=CC[C@]2(C)[C@@H](C(=O)CN3CCN(c4cc(N5CCCC5)nc(N5CCCC5)n4)CC3)CC[C@@H]12	3	-0.3	-0.1	-54	-21	14	-33	-25	6	27	-16
Oc1c(Cl)cc(Cl)cc1CNc1ccc(Br)cn1	-3	2.5	-0.3	-48	-42	7	-53	-189	-79	-43	-6
C/C(=N\N1CCN(C2c3ccccc3-c3ccccc32)CC1)c1ccco1	2	0.0	-0.1	16	-8	29	-7	31	3	-5	-7
CCOC(=O)N1CCN(C(=O)c2c[nH]c3ccc(S(=O)(=O)N(C)c4cccc(C)c4)cc3c2=O)CC1	1	0.3	0.1	25	8	10	-2	1	0	-7	-4
CCOC(=O)c1sc(=S)n(-c2cccc(C(F)(F)F)c2)c1SC	7	2.9	-0.1	13	2	2	1	13	11	9	9
COc1ccc(CC2C(=O)NC(C)C(=O)N(C)C3Cc4ccc(cc4)Oc4cc(ccc4O)CC(C(=O)NC(C)C(=O)NC(C)C(=O)N2C)N(C)C3=O)cc1 (centres undefined)	x	-2.6	-0.4	101*	98*	88*	103*	97*	82*	95*	-45
CCOc1ccc2nc(N/C(N)=N/C(=S)Nc3ccc(C)c(C)c3)nc(C)c2c1	-4	1.4	1.1	20	-6	-21	4	-2	-8	30	10

Taken from above.
TWEAK-Fn14 inh with COc1ccc(CC2C(=O)NC(C)C(=O)N(C)C3Cc4ccc(cc4)Oc4cc(ccc4O)CC(C(=O)NC(C)C(=O)NC(C)C(=O)N2C)N(C)C3=O)cc1 (centres undefined) → 101*
KKLEB cytotox with CCOC(=O)c1sc(=S)n(-c2cccc(C(F)(F)F)c2)c1SC → 9
